FID counter – counter-screen for HCV NS3 helicase inhibitors: DNA intercalator displacement | AID 1845 | DNA fluorescent intercalator displacement, fluorescence | inhibition, % at 7.9 µM | 290,000 tested, 0.17% active; in the data active = inhibition above about 37%;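 note: 0% = vehicle and 100% = reference compound; higher means more ethidium bromide displaced from hairpin DNA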
V1R ag counter – V1a receptor agonism, counter-screen for OXTR agonists. 320,000 tested, 0.25% active. activation, % at 3 µM. CHO-V1R cells, Fluo-8 calcium fluorescence, agonist mode; 0% DMSO, 100% 3 nM vasopressin. P37288;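 active = activation above the mean activation of all tested compounds plus 3 SD, per screening run, cut at about 20% in these data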;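 note: signal is peak over basal fluorescence ratio across a 100 second FLIPR read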
NS3 helicase inh – blocks Hepatitis C virus NS3 helicase unwinding; NS3 helicase DNA unwinding, Cy5 molecular beacon fluorescence; inhibition, % at 10.9 µM; 290,000 tested, 0.56% active; AID 1800;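 active = inhibition above the mean of all tested compounds plus 3 SD, set per campaign, cut at about 35% in these data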;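 note: 0% = DMSO wells and 100% = thioflavine S control wells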
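Measured by: Cy5 fluorescence, 0 and 60 min reads / Assay system: NS3 helicase fragment of HCV / Control set: low DMSO, high thioflavine S at 110 µM / Times: 1 h reaction at 25 °C, ATP-initiated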
PHOSPHO1 inh – blocks human PHOSPHO1 phosphatase activity; Q8TCT1; recombinant PHOSPHO1, absorbance phosphatase assay; inhibition, % at 13.3 µM; 290,000 tested, 1.1% active; AID 1565; in the data active = inhibition above about 60%
Target sequence (Q8TCT1 whole entry, looked up): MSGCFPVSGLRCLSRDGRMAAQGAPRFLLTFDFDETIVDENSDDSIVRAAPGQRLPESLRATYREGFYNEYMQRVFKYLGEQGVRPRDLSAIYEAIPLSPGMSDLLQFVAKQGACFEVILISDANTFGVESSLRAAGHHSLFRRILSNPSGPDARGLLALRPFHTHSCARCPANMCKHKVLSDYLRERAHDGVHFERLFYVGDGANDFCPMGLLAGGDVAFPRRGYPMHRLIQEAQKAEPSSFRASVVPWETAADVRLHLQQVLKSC
OXTR agonist – activates the human oxytocin receptor; AID 2435; P30559; activation, % at 3 µM; 320,000 tested, 0.32% active; CHO-OTR cells, Fluo-8 calcium fluorescence; normalized: DMSO 0%, oxytocin 100%;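 active = activation above the mean of all tested compounds plus 3 SD, cutoff set per screening run, cut at about 20% in these data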;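 note: peak over basal fluorescence ratio from a 100 s FLIPR kinetic read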
Target sequence (P30559 whole entry, looked up): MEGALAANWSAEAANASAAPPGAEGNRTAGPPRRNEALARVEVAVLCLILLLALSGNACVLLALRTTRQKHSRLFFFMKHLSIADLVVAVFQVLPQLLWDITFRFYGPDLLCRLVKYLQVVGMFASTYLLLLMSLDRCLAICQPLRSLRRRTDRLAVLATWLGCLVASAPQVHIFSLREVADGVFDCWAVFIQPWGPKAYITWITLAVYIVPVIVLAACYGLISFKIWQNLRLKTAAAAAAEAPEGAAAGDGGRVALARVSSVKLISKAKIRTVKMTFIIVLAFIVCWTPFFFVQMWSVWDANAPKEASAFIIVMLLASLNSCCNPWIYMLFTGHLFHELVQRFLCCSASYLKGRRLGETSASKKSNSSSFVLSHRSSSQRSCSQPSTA
GPR7 antag – human neuropeptides B/W receptor 1 antagonism. P48145. GPR7-expressing cells, fluorescence antagonist assay. inhibition, % at 4.4 µM. 290,000 tested, 1.1% active; in the data active = inhibition above about 16%, passing the limit was not always enough;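 note: cells stimulated with the agonist NPW; 0% = agonist with vehicle and 100% = vehicle without agonist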
Target sequence (P48145 whole entry, looked up): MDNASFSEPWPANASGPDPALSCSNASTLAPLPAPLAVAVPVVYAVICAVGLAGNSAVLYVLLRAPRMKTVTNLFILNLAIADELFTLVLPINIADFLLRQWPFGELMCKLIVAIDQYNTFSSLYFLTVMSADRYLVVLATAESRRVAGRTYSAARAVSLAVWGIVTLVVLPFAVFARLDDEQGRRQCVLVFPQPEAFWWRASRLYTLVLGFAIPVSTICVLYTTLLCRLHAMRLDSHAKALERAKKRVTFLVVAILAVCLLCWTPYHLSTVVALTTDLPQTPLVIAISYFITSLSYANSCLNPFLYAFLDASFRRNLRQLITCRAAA
IMP-1 inhibitor – blocks Pseudomonas aeruginosa IMP-1 metallo-beta-lactamase; purified IMP-1, nitrocefin hydrolysis, epi-absorbance fluorescence; 290,000 tested, 0.45% active; inhibition, % at 5.6 µM;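 active = inhibition above the mean plus 3 SD of all compounds in the same screening run, cut at about 4.5% in these data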;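 note: 0% = IMP-1 with DMSO and 100% = DMSO wells lacking enzyme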
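Assay system: purified IMP-1; Quantity: IMP-1 0.2 nM before substrate addition; Medium: HEPES buffer pH 7.1 with ZnSO4 and Brij 35; Incubation: 15 min enzyme–compound preincubation, then 25 min nitrocefin reaction, 25 °C; Signal: fluorescence quenching readout, ex 480/em 530 nm; Controls: DMSO with and without IMP-1; Repeats: singlicate testing.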
VIM-2 inh – inhibitors of Pseudomonas aeruginosa VIM-2 metallo-beta-lactamase; purified VIM-2, nitrocefin hydrolysis, epi-absorbance fluorescence; inhibition, % at 5.6 µM; 290,000 tested, 0.89% active;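 active = inhibition above the mean of all tested compounds plus 3 SD, cutoff set per screening run, cut at about 7.5% in these data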;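 note: red hydrolysis product quenches plate fluorescence so inhibitors raise well fluorescence; 0% = enzyme with DMSO and 100% = DMSO without enzyme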
GalR3 antag – human GalR3 antagonism | HEK293 GalR3-CNG cAMP membrane potential fluorescence; galR3 body fused to GalR1 C-terminus | inhibition, % at 3 µM | 360,000 tested, 0.44% active;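 active = inhibition above the screen-wide average plus 3 SD, cut at about 13% in these data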;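 note: forskolin and galanin both at EC90 stimulate the cells; cAMP rise reported by CNG channel membrane potential dye signal; 0% = forskolin plus galanin with DMSO and 100% = forskolin alone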
* = called active by the depositor; . = no result given.

1) Cc1cccc(OCC(=O)Nc2ccc(C(=O)O)cc2NC(=O)COc2cccc(C)c2)c1
2) CCn1cc(C2=NC(C)CO2)c2ccccc21 (stereo not given)
3) CCN1c2ccccc2-c2nc3ccccc3n2C1c1ccncc1 (stereo not given)
4) O=C(c1cn(-c2ccccc2)nc1-c1ccncc1)n1nnc2ccccc21
5) NC(CSC12CC3CC(CC(C3)C1)C2)C(=O)O (stereo not given)
6) CCOC(=O)C1CCCN(C(=O)c2cn(CC(C)C)c(=O)c3cc(OC)c(OC)cc23)C1 (stereo not given)
7) CCc1ccccc1NC(=S)NCc1ccc2c(c1)OCO2
8) CCCCNC(=S)N(C)/N=C/c1c(F)cccc1F

Assay by compound	1	2	3	4	5	6	7	8
FID counter	-35.3	0.8	22.0	-2.6	-6.3	-34.0	-3.9	0.4
V1R ag counter	1.0	0.0	-1.1	0.3	-0.5	-1.3	-0.5	-0.1
NS3 helicase inh	-7.8	9.4	7.0	-0.1	-4.1	-1.5	-7.0	-9.2
PHOSPHO1 inh	28.7	0.9	15.5	.	-7.4	-0.9	1.6	0.8
OXTR agonist	-0.3	-0.3	-2.5	0.9	-0.1	-0.5	-0.7	-2.6
GPR7 antag	3.7	3.8	1.8	-13.4	-1.4	6.8	-3.4	-2.7
IMP-1 inhibitor	-0.2	0.4	-1.0	-2.8	-3.1	0.9	-3.1	-0.4
VIM-2 inh	-1.0	-1.9	-2.3	1.8	-2.7	2.3	-3.8	-1.4
GalR3 antag	-2.1	-9.7	-2.7	-0.9	-6.4	-3.3	-7.0	2.7

9) CC(C)(C)NC(=O)CN(C(=O)CS(=O)CC(=O)Nc1ccc(F)cc1)c1cccc(F)c1 (stereo not given)
10) Cc1cccc(NC(=S)/N=C(\N)Nc2nc(C)c3ccc(C)cc3n2)c1
11) NCC(O)CN(c1ccccc1)c1ccccc1 (stereo not given)
12) Cc1ccc(C2=C/C(=C\c3cccnc3)C(=O)O2)cc1
13) CC(C)[C@H]1CC[C@@H](C)C(C(=O)c2ccccc2)C1=O (stereo not given in full)
14) CC(C)(C)CN1CCN(Cc2nc(-c3ccc(F)cc3)cs2)CC1CCO (stereo not given)
15) CCOC(=O)Cc1c(C)nc2c(-c3ccccc3OC)c(C)nn2c1C
16) c1ccc2c(c1)oc1c(NCCCn3ccnc3)ncnc12

Assay by compound	9	10	11	12	13	14	15	16
FID counter	-18.8	2.6	3.4	-3.0	-2.1	-3.5	-24.8	7.0
V1R ag counter	-0.4	0.5	0.0	0.3	-1.9	5.1	-1.2	0.3
NS3 helicase inh	3.3	11.1	-8.3	-8.3	-4.0	-1.1	-1.6	11.4
PHOSPHO1 inh	20.0	25.8	53.2	12.3	10.8	3.1	25.7	71.6*
OXTR agonist	0.1	-1.0	0.6	0.0	-2.9	2.9	-2.1	-0.6
GPR7 antag	-1.9	-5.0	8.6	-7.4	4.8	2.5	-3.4	-10.5
IMP-1 inhibitor	-3.4	-4.0	0.1	-3.2	-4.1	-2.5	-0.7	-0.8
VIM-2 inh	-6.4	-0.2	-3.5	-0.4	-2.2	-1.2	-2.2	56.0*
GalR3 antag	6.4	-4.1	-5.0	-5.9	-0.5	100.9*	-5.7	-5.3

Random excerpt: 2 records from the list
15) CCOC(=O)Cc1c(C)nc2c(-c3ccccc3OC)c(C)nn2c1C
10) Cc1cccc(NC(=S)/N=C(\N)Nc2nc(C)c3ccc(C)cc3n2)c1

Assay by compound	15	10
FID counter	-24.8	2.6
V1R ag counter	-1.2	0.5
NS3 helicase inh	-1.6	11.1
PHOSPHO1 inh	25.7	25.8
OXTR agonist	-2.1	-1.0
GPR7 antag	-3.4	-5.0
IMP-1 inhibitor	-0.7	-4.0
VIM-2 inh	-2.2	-0.2
GalR3 antag	-5.7	-4.1

Quoted from the listing:
Reading for cpd 13 in V1R ag counter: -1.9
Reading for cpd 10 in GPR7 antag: -5.0
Reading for cpd 16 in V1R ag counter: 0.3

Other structures follow.
17) COc1ccc(CCNC(=O)CCN2C(=O)[C@@H]3Cc4ccccc4CN3C2=O)cc1
18) COc1ccc(NC(=O)/C(=C\c2ccc(F)cc2)NC(=O)c2ccco2)cc1
19) c1ccc(-c2nnc3n2CCCC3)cc1
20) NC(=O)c1ccccc1NC(=O)/C=C/c1c(Cl)cccc1Cl
21) CCCN1CCN(C(=O)Cn2cccc2C(=O)c2ccccc2)CC1
22) COC(=O)C(Cc1ccc(O)cc1)NC(=O)c1ccccc1OC (stereo not given)
23) c1ccc(CSc2nnc3ccc(-c4ccco4)nn23)nc1
24) COc1ccc(CCNC(=O)c2c(-c3ccccc3Cl)noc2C)cc1

Assay by compound	17	18	19	20	21	22	23	24
FID counter	-30.2	-12.0	-3.7	1.6	-0.2	-8.3	-5.2	-12.7
V1R ag counter	6.7	0.1	1.5	-1.3	-0.1	0.8	-0.1	0.6
NS3 helicase inh	-4.7	3.2	1.0	2.9	-15.0	-21.5	19.4	2.5
PHOSPHO1 inh	12.6	36.0	16.9	20.3	10.4	1.8	-15.6	8.2
OXTR agonist	4.7	-0.4	-0.9	-1.3	-0.1	2.0	-1.0	-1.8
GPR7 antag	-10.5	0.7	6.1	-4.7	-2.7	-4.8	-12.4	11.9
IMP-1 inhibitor	-4.0	-2.1	-2.2	-3.0	-0.9	-3.0	-3.6	-2.4
VIM-2 inh	-2.0	0.5	-2.2	-2.4	-2.9	-3.2	-1.6	-3.0
GalR3 antag	-2.6	-10.2	-4.1	-2.2	0.8	-3.9	-5.6	1.5

Arranged by length of the SMILES (descending): part of the list above.
17) COc1ccc(CCNC(=O)CCN2C(=O)[C@@H]3Cc4ccccc4CN3C2=O)cc1
24) COc1ccc(CCNC(=O)c2c(-c3ccccc3Cl)noc2C)cc1
19) c1ccc(-c2nnc3n2CCCC3)cc1

Assay by compound	17	24	19
FID counter	-30.2	-12.7	-3.7
V1R ag counter	6.7	0.6	1.5
NS3 helicase inh	-4.7	2.5	1.0
PHOSPHO1 inh	12.6	8.2	16.9
OXTR agonist	4.7	-1.8	-0.9
GPR7 antag	-10.5	11.9	6.1
IMP-1 inhibitor	-4.0	-2.4	-2.2
VIM-2 inh	-2.0	-3.0	-2.2
GalR3 antag	-2.6	1.5	-4.1

(more compounds)
25) C/C=C/c1ccc(OCCCCn2cncn2)c(OC)c1
26) CC1=C(C)CC2(SC1)C(=O)N(c1ccccc1)N=C2N (stereo not given)
27) Cc1cc(C)c2nc(N3CCC(C(=O)NCCCN4CCCCC4)CC3)sc2c1
28) CCC(Sc1nnnn1C)C(=O)Nc1ccc(C(C)=O)cc1 (stereo not given)
29) Cc1ccc(-c2csc(N3CCC[C@@H]3C(=O)NCCn3c(-c4ccncc4)nc4ccccc43)n2)cc1
30) Cc1cccc(C)c1NC(=O)C(c1ccc([N+](=O)[O-])cc1)N(C)C(=O)c1ccccn1 (stereo not given)
31) O=[N+]1C2=C(CCCC2)N([O-])C12CCCC2
32) COc1ccc(OCC(=O)Nc2cccc3ncccc23)cc1

Assay by compound	25	26	27	28	29	30	31	32
FID counter	-1.5	-7.8	20.6	-2.1	-47.1	-3.6	-6.2	-2.0
V1R ag counter	1.0	2.3	1.4	-0.3	0.9	-0.6	0.2	2.0
NS3 helicase inh	0.1	2.4	-21.8	-2.9	-7.5	5.2	-0.9	0.8
PHOSPHO1 inh	-14.2	-29.0	3.0	-13.2	20.2	2.9	-8.0	3.7
OXTR agonist	-0.1	-1.6	1.4	-0.9	1.2	0.2	0.8	2.4
GPR7 antag	-15.9	-4.8	6.7	-2.0	-6.0	-15.8	-4.8	-7.4
IMP-1 inhibitor	-0.3	-2.5	-2.9	-2.8	-1.0	-1.6	-2.9	-4.7
VIM-2 inh	-2.1	-2.0	-0.3	-2.7	-1.8	-2.1	-3.5	-0.8
GalR3 antag	-1.0	0.1	-6.5	-1.4	-6.9	-0.4	-1.5	-3.7

33) Cc1nnc(N2C(=O)c3oc4ccccc4c(=O)c3C2c2ccco2)s1 (stereo not given)
34) O=C(C1CC1)N1CCN=C1SCc1ccc(F)cc1
35) O=C(N/N=C/c1ccccn1)c1[nH]c2ccc([N+](=O)[O-])cc2c1-c1ccccc1
36) Cn1c(SCC(N)=O)nnc1C1CCN(S(=O)(=O)c2ccccc2C(F)(F)F)CC1
37) O=C(Cn1nnc(-c2ccccc2)n1)NNC(=O)c1cccc([N+](=O)[O-])c1
38) Cc1nnc(NC(=O)Cn2c(=O)sc3ccccc32)s1
39) Nn1c(SCc2ccccc2)nc2ccccc21
40) O=C(NCCCn1ccnc1)c1ccc(N2CCCCC2)c([N+](=O)[O-])c1

Assay by compound	33	34	35	36	37	38	39	40
FID counter	-1.8	0.4	4.5	-7.0	0.4	1.6	-3.4	8.8
V1R ag counter	0.2	-0.4	1.5	0.6	0.0	0.6	-0.1	-0.1
NS3 helicase inh	0.5	4.4	-12.0	0.7	-3.7	-5.4	-1.7	6.1
PHOSPHO1 inh	-2.3	2.7	34.9	-18.5	32.0	-2.0	-10.1	24.1
OXTR agonist	0.5	-0.4	1.6	1.6	0.3	1.2	-0.9	0.0
GPR7 antag	-10.6	-5.0	8.2	-11.2	-9.4	-8.6	-7.4	-7.8
IMP-1 inhibitor	-2.0	-3.0	-2.5	-3.4	-1.8	2.1	-3.6	-2.4
VIM-2 inh	1.4	-2.2	-0.8	-1.5	-1.9	0.2	-2.1	-3.2
GalR3 antag	0.2	-2.1	-7.6	-4.3	-6.2	1.3	-7.6	-0.4

41) COc1cc(/C=C/c2cccc[n+]2C)ccc1OCC(=O)Nc1ccccc1
42) Cc1cc(C(=O)O)ccc1-n1c(C)cc(C=C2C(=O)c3ccccc3C2=O)c1C
43) CCS(=O)(=O)N1CCC(N2CCC(C)CC2)CC1
44) C/C(=N\NC(=O)c1ccc2ccccc2c1)c1cccnc1
45) CCOc1cc(N2CCOCC2)c(OCC)cc1NC(=O)COC(=O)c1cccc2ccccc12
46) Cc1ccc(C(=O)NCCCc2ccccc2)c(Cl)c1
47) O=C(CCC(=O)N1CCOc2ccccc21)Nc1ccc(F)cc1F
48) COc1ccc(-c2nc(CS(=O)(=O)CC(=O)NCCc3ccccc3)c(C)o2)cc1
49) Cc1ccc2c(Cl)cc(Cl)c(OCC(=O)N(C(C)C)C(C)C)c2n1
50) Nc1nc(-c2cc(O)ccc2[N+](=O)[O-])cc(-c2ccccc2)c1[N+](=O)[O-]

Assay by compound	41	42	43	44	45	46	47	48	49	50
FID counter	3.4	-26.2	4.7	-19.2	-4.7	-18.2	-9.7	-30.0	-7.3	24.9
V1R ag counter	1.1	2.0	0.8	-0.4	-0.7	0.3	-0.1	0.1	-2.1	.
NS3 helicase inh	-14.9	13.0	4.9	4.5	6.2	19.3	-5.8	5.1	-12.9	96.2*
PHOSPHO1 inh	9.6	-7.6	17.1	-19.7	8.2	3.1	4.7	11.6	24.3	29.0
OXTR agonist	0.1	0.8	0.9	-1.0	-1.0	-2.0	-0.6	0.5	-1.1	.
GPR7 antag	-1.4	-15.6	-16.4	-5.8	-4.9	-8.5	-7.9	0.9	2.4	-8.7
IMP-1 inhibitor	-1.1	-1.1	-3.0	-2.3	-3.5	-2.3	-0.5	3.3	-1.9	-2.1
VIM-2 inh	1.6	2.5	-2.9	-1.5	-2.5	-3.2	-2.1	-0.3	0.9	-2.1
GalR3 antag	-9.6	-2.4	0.3	-2.1	-2.2	-8.0	.	0.1	-4.8	-10.4
